Keap1 Nrf2 FP: Keap1-Nrf2 (human) interaction inhibition. Q14145. Keap1 Kelch-Nrf2 peptide fluorescence polarization, 1536-well. inhibition, % at 9.4 µM. 340,000 tested, 0.15% active; in the data active = inhibition above about 12%; inconclusive = no clear call, values can overlap the other calls; inactive = below about 7.3%;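 note: human Keap1 Kelch domain with fluorescein labeled Nrf2 9mer peptide probe; 0% = neutral control wells and 100% = peptide positive control; higher means more block of Keap1 binding to Nrf2 peptide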
NSD2 HMT inh: blocks human histone methyltransferase NSD2. NSD2 peptide methylation, AlphaScreen, 120 min. 310,000 tested, 0.54% active. inhibition, % at 12.5 µM; in the data active = inhibition above about 50%
Target sequence (O96028 whole entry, looked up): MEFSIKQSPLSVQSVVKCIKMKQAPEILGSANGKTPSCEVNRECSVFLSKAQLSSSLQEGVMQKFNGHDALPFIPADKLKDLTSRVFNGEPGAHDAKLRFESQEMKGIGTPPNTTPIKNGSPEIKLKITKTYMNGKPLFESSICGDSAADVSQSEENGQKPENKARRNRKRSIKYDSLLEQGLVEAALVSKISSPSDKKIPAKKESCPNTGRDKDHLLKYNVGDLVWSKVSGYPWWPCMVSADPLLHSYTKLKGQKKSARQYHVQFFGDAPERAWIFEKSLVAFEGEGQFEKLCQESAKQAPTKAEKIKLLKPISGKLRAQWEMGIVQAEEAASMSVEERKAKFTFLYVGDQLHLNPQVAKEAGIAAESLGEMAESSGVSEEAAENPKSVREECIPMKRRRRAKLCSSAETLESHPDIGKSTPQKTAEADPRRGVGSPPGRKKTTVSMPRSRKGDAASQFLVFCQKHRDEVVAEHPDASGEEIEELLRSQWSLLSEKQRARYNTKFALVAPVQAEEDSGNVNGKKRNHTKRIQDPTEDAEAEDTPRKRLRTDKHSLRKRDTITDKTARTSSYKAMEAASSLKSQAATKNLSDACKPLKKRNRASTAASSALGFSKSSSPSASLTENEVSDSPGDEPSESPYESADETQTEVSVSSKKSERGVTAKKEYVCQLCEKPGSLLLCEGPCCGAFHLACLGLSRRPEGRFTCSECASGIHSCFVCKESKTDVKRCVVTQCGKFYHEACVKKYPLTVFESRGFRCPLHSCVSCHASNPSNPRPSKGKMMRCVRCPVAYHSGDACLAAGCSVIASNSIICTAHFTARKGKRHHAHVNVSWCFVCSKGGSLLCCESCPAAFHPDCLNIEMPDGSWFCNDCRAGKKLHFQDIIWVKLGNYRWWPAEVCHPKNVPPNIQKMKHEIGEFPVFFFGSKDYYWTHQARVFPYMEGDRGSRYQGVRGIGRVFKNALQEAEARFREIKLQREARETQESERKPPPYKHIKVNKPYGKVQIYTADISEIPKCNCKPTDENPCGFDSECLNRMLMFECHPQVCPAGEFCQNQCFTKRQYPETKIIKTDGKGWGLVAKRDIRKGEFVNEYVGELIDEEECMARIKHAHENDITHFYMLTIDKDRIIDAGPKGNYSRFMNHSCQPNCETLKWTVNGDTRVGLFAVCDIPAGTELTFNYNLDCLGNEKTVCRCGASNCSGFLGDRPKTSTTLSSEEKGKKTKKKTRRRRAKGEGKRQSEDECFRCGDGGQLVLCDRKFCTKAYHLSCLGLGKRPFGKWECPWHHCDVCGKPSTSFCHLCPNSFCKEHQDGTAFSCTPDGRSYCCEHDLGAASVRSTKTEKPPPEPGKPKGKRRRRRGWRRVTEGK
dFosB activator: activators of mouse delta FosB homodimer. 340,000 tested, 0.99% active. P13346. activation, % at 25 µM. purified delta FosB, TAMRA-CDK5 oligo fluorescence polarization; percent of positive-control signal above neutral wells;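 active = mean activation above about 17%, with every replicate also reaching it, limit read from the data, passing the limit was not always enough; inconclusive = only one of the two conditions met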;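 note: fluorescence polarization rise as delta FosB binds a TAMRA Cdk5 AP-1 oligo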
PvdQ inh: blocks Pseudomonas aeruginosa PvdQ acylase activity. purified PvdQ acylase, fluorescence plate reader. inhibition, % at 10 µM. 340,000 tested, 0.063% active; in the data active = inhibition above about 30%, passing the limit was not always enough; inconclusive = no clear call, values can overlap the other calls;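 note: 0% = vehicle neutral wells and 100% = reference inhibitor wells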
Rtt109 HAT inh: inhibitors of Candida albicans Rtt109/Vps75 histone acetyltransferase. Q5AAJ8. purified Rtt109/Vps75, ThioGlo CoA-SH fluorescence, 4 h. inhibition, % at 34.9 µM. 330,000 tested, 0.16% active. AID 540336;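 active = inhibition of at least 50% in every replicate; inconclusive = best replicate reaches 50% inhibition but some replicates fall short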
CDK5 inh: inhibitors of human CDK5/p35 kinase; Q00535+Q15078; Recombinant CDK5/p35, ADP-Glo luminescence, 60 min; inhibition, % at 10 µM; 330,000 tested, 0.01% active;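 active = highest replicate inhibition of at least 50% and at least 75% of replicates reaching 50%; inconclusive = only one of the two criteria met; inactive = both criteria failed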;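 note: plate controls were DMSO neutral control for no effect and GW8510 at 10 µM for full effect; many of its hits are not listed in these tables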
cardiac RTF act: cardiac RTF calcium sensitization; IANBD-labeled TnC RTF fluorescence at EC20 calcium; 0% EC20 calcium, 100% full calcium; activation, % at 7.2 µM; 340,000 tested, 0.24% active; AID 493008;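 active = activation above the mean over all tested compounds plus 3 SD, cut at about 30% in these data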;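 note: rise in fluorescence read as greater calcium sensitivity of cardiac thin filaments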
LANA DNA inh: inhibitors of KSHV LANA C-terminal domain DNA binding; inhibition, % at 9 µM; AID 504423; 340,000 tested, 0.078% active; MBP-C-LANA/FAM-LBS DNA binding, fluorescence polarization;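 active = highest replicate inhibition at or above 60% at 9 µM, even if other replicates fall short; inactive = all replicates below 60% inhibition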;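 note: 0% = neutral control wells and 100% = 4 µM acridine orange control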
Cardiac RTF inh: cardiac RTF calcium desensitization. P19429+P45379. 340,000 tested, 0.12% active. IANBD-labeled cardiac RTF, Ca2+ fluorescence. inhibition, % at 7.15 µM;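 active = inhibition above the mean inhibition of all tested compounds plus 3 SD, cut at about 17% in these data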;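 note: assay run at fixed EC70 calcium of 1.6 mM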
PfHsp90 set2: reduces growth (ATP signal) of yeast expressing P. falciparum Hsp90; S. cerevisiae expressing PfHsp90, BacTiter-Glo ATP, 48 h; yeast lacking PDR1 and PDR3 efflux regulators; inhibition, % at 9.4 µM; 310,000 tested, 0.32% active; AID 504621;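 active = every replicate shows inhibition above about 80%, whatever the replicate mean, limit read from the data; inconclusive = mean inhibition reaches the set limit but some replicate falls short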;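 note: 0% = DMSO neutral controls and 100% = 20 µM radicicol positive controls; yeast relying on Plasmodium falciparum Hsp90 in place of its own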
SUMO Mot1 rescue: SUMOylation pathway inhibition by Mot1-301 growth rescue. S. cerevisiae Mot1-301 growth rescue, ATP luminescence, 38.5C; percent above DMSO median, 100 means doubled. growth rescue, % at 18.8 µM. 320,000 tested, 1% active. AID 2716;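 active = every valid replicate shows activation above 250% relative to neutral control wells; inactive = the rest, any valid replicate at or below 250%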;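 note: OY570 slx delta 5 strain wells were the positive control but not used for scaling; some compounds called inactive have numbers as strong as hits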
Starred values were filed as active, the others as inactive; i = inactive; ? = inconclusive; . = not tested or not shown; & = joins results of further samples.

SMILES	Keap1 Nrf2 FP	NSD2 HMT inh	dFosB activator	PvdQ inh	Rtt109 HAT inh	CDK5 inh	cardiac RTF act	LANA DNA inh	Cardiac RTF inh	PfHsp90 set2	SUMO Mot1 rescue
Cc1cc(C)n(C(=O)CCCn2nc(C)c([N+](=O)[O-])c2C)n1	-3	-3	-3	6	-4	1.8	-4	-0.1	6	.	-2
COc1cccc(N2CCN(S(=O)(=O)c3cccc4cccnc34)CC2)c1	2	2	-1	-7	7	2.4	-2	-0.1	0	-13	-28
CCc1ccc2oc(C(=O)Nc3ccc(S(N)(=O)=O)cc3)c(C)c2c1	-1	.	6	13	4	-0.1	1	0.4	-1	1	0
COc1cc(/C=N/Nc2nc(Nc3ccccc3)nc(-n3nc(C)cc3C)n2)cc(OC)c1OC	-2	-1	?	-17	7	-0.4	0	-0.9	-39	-31	i
COc1ccc(C2Nc3ccccc3C(=O)N2Cc2ccco2)cc1CN1C(=O)c2ccccc2C1=O (centres undefined)	2&-5	0	-1&-6	-5&-8	6&-2	-0.2&0.2	-5&1	0.5&-1.6	3&16	-1&7	-9&-4
COc1ccc(-c2c(C)nc(N)nc2-c2ccc(OC)cc2O)cc1	-4	3	-6	3	3	0.9	5	2.4	1	-8	-4
Cc1ccc(/C=N/NC(=O)c2nnn(-c3nonc3N)c2CSc2ccc(Cl)cc2)o1	-2	-2	?	3	1	.	-3	-1.1	-2	10	-70
CC(Nc1nc2ncn(Cc3ccccc3)c2c(=O)[nH]1)C(=O)O (centres undefined)	-2	2	1	3	8	-0.9	1	-0.6	3	-11	3
CC(C)CN(C(=O)Cn1nnc(-c2ccc(F)cc2)n1)C1CCS(=O)(=O)C1 (centres undefined)	-4	5	-3	-10	-19	-3.9	1	1.5	-38	4	-5
COc1cccc(CNC(=O)C2CCN(S(=O)(=O)c3ccc(-n4cnnn4)cc3)CC2)c1	-3	-3	-11	-24	-4	-2.8	2	-0.9	-16	16	42
COCc1cc(C)nc(OCC(=O)N/N=C/c2ccccc2O)c1C#N	6	0	0	-16	-2	-0.4	1	-0.4	3	18	2
Cc1cc(Cl)ccc1OCC(=O)N1CCCN(C(=O)COc2ccc(Cl)cc2C)CC1	0	-1	7	-7	21	-0.1	-5	0.3	-6	-27	-24
Cc1ccccc1CSCC(=O)N1CCN(c2ccccc2)CC1	-1	2	-15	-1	5	-2.0	-6	0.8	14	-14	-1
Cc1ccccc1Nc1nc(N)nc(CSc2nnnn2C)n1	0	0	0	6	27	-0.8	-2	-2.4	1	8	12
CCOc1ccc(NC(=O)N2CCN(CC)CC2)cc1	1	1	6	-7	-5	3.7	0	2.1	-1	.	6
CN(Cc1ccccc1)C(=O)CN(C)S(=O)(=O)c1ccc(F)cc1	-4	-1	3	4	1	0.5	-3	-0.7	-5	-14	10
COCCn1c(SCC(=O)N2CCCC(C)C2)nnc1-c1ccco1 (centres undefined)	1	6	0	-20	3	1.4	-3	-0.4	-6	-1	-2
COc1ccc(S(=O)(=O)N2CCN(C(=O)CNC(=O)c3ccc4c(c3)OCO4)CC2)cc1	1	1	-7	-4	-6	1.0	0	0.3	3	.	-5
CC(C)c1ccc(OCC(=O)NCc2n[nH]c(=O)c3ccccc23)cc1	-3	0	-6	-13	1	1.3	-4	0.9	-5	-15	2
O=C(CCCc1ccncc1)c1ccccc1	-7	-1	-3	-19	-22	0.0	-2	0.4	-6	34	.
COC(=O)c1ccccc1NC(=S)N1CCN(C2CCCCC2)CC1	-4	4	-3	-15	-2	0.1	-3	7.1	-1	1	24
CCC(C)(C)NC(=O)C(c1ccc(OC)cc1)N(CC1CCCO1)C(=O)CCC(=O)Nc1cc(C)on1 (centres undefined)	-4	2	-11	-15	-5	-0.4	-5	0.9	-18	3	14
c1ccc2ccccc2c1	-3	.	2	-13	-12	-2.6	-5	0.5	4	-13	84
Clc1cccc(Cl)c1-c1nnc2ccc(N3CCOCC3)nn12	-6	-1	0	-4	-4	3.8	-4	0.6	0	-23	-3
Cc1cccc(-n2cc3c(=O)n(C)c(=O)n(C)c3c2)c1	2	2	3	9	-10	-0.5	.	1.1	.	0	3

12 of the compounds above, bar-delimited:
structure | Keap1 Nrf2 FP | NSD2 HMT inh | dFosB activator | PvdQ inh | Rtt109 HAT inh | CDK5 inh | cardiac RTF act | LANA DNA inh | Cardiac RTF inh | PfHsp90 set2 | SUMO Mot1 rescue
Cc1ccccc1Nc1nc(N)nc(CSc2nnnn2C)n1 | 0 | 0 | 0 | 6 | 27 | -0.8 | -2 | -2.4 | 1 | 8 | 12
CCOc1ccc(NC(=O)N2CCN(CC)CC2)cc1 | 1 | 1 | 6 | -7 | -5 | 3.7 | 0 | 2.1 | -1 | . | 6
CN(Cc1ccccc1)C(=O)CN(C)S(=O)(=O)c1ccc(F)cc1 | -4 | -1 | 3 | 4 | 1 | 0.5 | -3 | -0.7 | -5 | -14 | 10
COCCn1c(SCC(=O)N2CCCC(C)C2)nnc1-c1ccco1 (centres undefined) | 1 | 6 | 0 | -20 | 3 | 1.4 | -3 | -0.4 | -6 | -1 | -2
COc1ccc(S(=O)(=O)N2CCN(C(=O)CNC(=O)c3ccc4c(c3)OCO4)CC2)cc1 | 1 | 1 | -7 | -4 | -6 | 1.0 | 0 | 0.3 | 3 | . | -5
CC(C)c1ccc(OCC(=O)NCc2n[nH]c(=O)c3ccccc23)cc1 | -3 | 0 | -6 | -13 | 1 | 1.3 | -4 | 0.9 | -5 | -15 | 2
O=C(CCCc1ccncc1)c1ccccc1 | -7 | -1 | -3 | -19 | -22 | 0.0 | -2 | 0.4 | -6 | 34 | .
COC(=O)c1ccccc1NC(=S)N1CCN(C2CCCCC2)CC1 | -4 | 4 | -3 | -15 | -2 | 0.1 | -3 | 7.1 | -1 | 1 | 24
CCC(C)(C)NC(=O)C(c1ccc(OC)cc1)N(CC1CCCO1)C(=O)CCC(=O)Nc1cc(C)on1 (centres undefined) | -4 | 2 | -11 | -15 | -5 | -0.4 | -5 | 0.9 | -18 | 3 | 14
c1ccc2ccccc2c1 | -3 | . | 2 | -13 | -12 | -2.6 | -5 | 0.5 | 4 | -13 | 84
Clc1cccc(Cl)c1-c1nnc2ccc(N3CCOCC3)nn12 | -6 | -1 | 0 | -4 | -4 | 3.8 | -4 | 0.6 | 0 | -23 | -3
Cc1cccc(-n2cc3c(=O)n(C)c(=O)n(C)c3c2)c1 | 2 | 2 | 3 | 9 | -10 | -0.5 | . | 1.1 | . | 0 | 3

(list continues)
SMILES	Keap1 Nrf2 FP	NSD2 HMT inh	dFosB activator	PvdQ inh	Rtt109 HAT inh	CDK5 inh	cardiac RTF act	LANA DNA inh	Cardiac RTF inh	PfHsp90 set2	SUMO Mot1 rescue
Cc1ccc(-c2cc(C(F)F)n3ncc(C(=O)N4CCc5ccccc5C4)c3n2)cc1	-1	-3	-15	-6	-16	0.4	-2	-0.7	-2	9	47
CCc1ccc(NC(=O)C(C)OC(=O)CC(NC(C)=O)c2ccccc2)cc1 (centres undefined)	-3	-9	-3	-4	6	-0.6	-3	-0.6	-13	5	85
C/C(=N\NC(=O)c1csc(C)c1C)c1ccco1	-3	-16	1	-13	9	0.7	3	-1.1	-8	1	10
Cc1cc(C)n2nc(NCc3ccccc3)nc2n1	-1	-3	-2	-18	4	-2.3	-4	0.6	-5	.	25
Cc1ccc2c(c1)c1c(n2CC(O)Cn2c(C)nc3ccccc32)CCCC1 (centres undefined)	3	.	5	1	0	1.6	4	0.3	4	-1	25
CC(=O)c1cc2c(cc1NC(=O)C1CC=CCC1C(=O)O)OCO2 (centres undefined)	1	2	2	-4	-29	1.4	6	0.1	0	.	11
O=C(NCCN1CCOCC1)C(=O)NCC1OCCN1S(=O)(=O)c1ccc(F)cc1 (centres undefined)	1	-1	-5	-17	-9	0.9	3	-1.0	-13	16	28
CC1=C(C(=O)OCc2ccccc2)C(c2cccc([N+](=O)[O-])c2)NC(=O)N1 (centres undefined)	-5	2	-8	-15	1	1.4	2	1.7	-10	10	-11
O=[N+]([O-])c1ccc(OCCN2CCCCCC2)cc1	2	7	-13	-5	.	-3.2	-1	-0.4	-4	4	9
CCOC(=O)C(=CNc1cc(C(F)(F)F)ccc1N1CCOCC1)C(=O)OCC	-1	-1	-14	1	-10	1.1	-1	0.0	-1	-4	-15
CC(=O)N1N=C(c2ccc(Cl)cc2)OC12CCCC2	4	-1	-2	-6	-2	0.5	-2	0.9	2	7	0
Cn1c(SCc2nc3ccccc3[nH]2)nnc1-c1cnccn1	-1	0	1	-4	-4	-1.4	3	1.1	1	-27	-16
CCCNC(=O)c1cn(CC)c2cc(N3CCN(C(=O)c4ccco4)CC3)c(F)cc2c1=O	2	-1	-17	-4	3	0.6	2	-0.5	-11	13	2
O=C(Nc1ccc(F)c(F)c1)c1ccc(-n2cncn2)c([N+](=O)[O-])c1	2	3	-8	0	3	0.1	-3	-1.0	3	0	43
COc1cc([N+](=O)[O-])ccc1-c1ccc(/C=N\n2cnnc2)o1	-1	5	15	-6	-2	-0.6	8	-0.9	-9	-4	-2
CCOc1ccc(C(=O)NC2CC(=O)N(c3ccc4c(c3)OCCO4)C2)cc1 (centres undefined)	3	-3	-3	-7	-11	0.8	-2	-0.4	-3	-15	8
CCOc1ccc(NC(=O)c2ccc(CN3CCc4ccccc4C3)cc2)cc1	-5	0	3	-8	0	1.3	0	-0.3	-5	1	22
Cc1cc(NC(=O)CCN2C(=O)c3ccccc3C2=O)no1	-2	-2	-6	-13	1	-1.0	5	-1.7	0	-9	-5
CCOC(=O)C(CN1CCCC1)c1ccccc1 (centres undefined)	5	.	0	0	-2	0.1	1	1.1	-3	11	-3
O=C(NNC(=O)c1ccc2ccccc2c1)Nc1ccc(F)cc1	-5	2	-2	-12	4	-1.9	-1	-0.5	1	0	-5
CC(C)CNC(=S)NNC(=O)c1ccco1	-2	-8	-5	-5	4	2.7	2	-0.5	-4	-25	19
CCCc1cc(=O)oc2cc(C)cc(OC(C)C(=O)NCCCN3CCOCC3)c12 (centres undefined)	-6	-1	-13	8	7	-0.2	-2	-0.7	-7	-2	-5
Cc1ccccc1NS(=O)(=O)c1nnc(NC(=O)c2ccc(Br)cc2)s1	-2	-9	8	-9	-6	-0.8	-5	0.7	1	-22	-1
NC(=O)c1ccccc1NC(=O)CSc1nc2ccccc2c(=O)[nH]1	-4	17	8	-19	14	-2.3	0	-1.0	-1	25	-4
Cc1cc(-c2nnc(CSc3nnc(NC(=O)c4ccc(C(C)(C)C)cc4)s3)o2)ccc1[N+](=O)[O-]	-3	-1	1	2	-1	1.3	-2	-0.7	1	3	0
O=C(O)CSCC(=O)N1CCCN(c2nc3ccc(Cl)cc3s2)CC1	-3	-2	0	3	7	0.0	-3	0.5	0	8	-6

From PubChem BioAssay

Random draw from the library, and some 3.2% of all compounds hit somewhere here.
